High-throughput results (PubChem)
Integrin act MD = qHTS for Activators of Integrin-Mediated Alleviation for Muscular Dystrophy. alpha7betagal myoblasts, beta-gal FDG fluorescence, 48 h. Potency, µM (top dose mostly 38.3 µM), for inactives: at the highest dose activation, most hits filed as activators. 350,000 tested, 0.064% active. AID 624291, 2012;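 note: potency is the fitted concentration of half-maximal effect; 100% = response of the positive control SU9516; nearly all actives have a fitted effect of over 60% in size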
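alpha7betagal+/- myoblasts (passage 13, 250/well) treated 48 h at 37C with compounds at 1:260 dilution of DMSO stock. Lysed, then beta-galactosidase activity read as FDG fluorescence (ex 480/em 540) after 30 min, with pre-read for autofluorescence.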
Mito fusion yeast = qHTS Assay for Small Molecule Inhibitors of Mitochondrial Division or Activators of Mitochondrial Fusion; Potency, µM (doses to about 46.1 µM), inactives show at the highest dose growth rescue (activation), actives largely listed as activators; 320,000 tested, 0.23% active; AID 485298, 2010; S. cerevisiae fusion-defective mutant growth rescue, CellTiterGlo 48 h;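 note: potency is the fitted concentration of half-maximal effect; % of control where 0% means no effect; nearly all actives have a fitted effect of over 45% in size; temperature-sensitive fusion mutants such as fzo1-1 at 37 °C on non-fermentable ethanol glycerol medium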
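Yeast fusion mutant, YPEG (non-fermentable carbon), compound, 48 h at 37C non-permissive; CellTiterGlo added, 10 min RT, luminescence read. Rescued growth = division inhibition.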
TCR act = Activators of T cell receptors: qHTS campaign. primary human leukocytes, anti-CD3, IL-2 HTRF, 48 h. Potency, µM (series often up to 9.22 µM), inactives show top-dose activation of IL-2 secretion, most hits filed as activators. 330,000 tested, under 10 active. AID 504894, 2011; note: % of control where 0% means no effect
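Primary human leukocytes receive a-CD3 beads and test compound and are incubated 48 hr. Secreted IL-2 is then assayed by HTRF, measuring 665nm acceptor emission after 320nm excitation of the europium donor.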
TSG101-PTAP inh = qHTS Assay for Iinhibitors of HIV-1 Budding by Blocking the Interaction of PTAP/TSG101 | Fluorescence polarization, FITC-PTAP peptide / Tsg101 binding | Potency, µM (titrated, usually from 115 µM), inactives show at the top dose activity change, negative = inhibition, usual class: inhibitors | 340,000 tested, under 10 active | AID 493005, 2010; active = well fitted inhibition curve with a large enough effect in the main read-out, with a control signal flat, not every such curve was filed as active; inconclusive = small, poorly fitted or top-dose-only effect, or effect the other way, or a change in a side signal; inactive = no such curve, though single readings can be large or run the other way; note: potency is the fitted concentration of half-maximal effect; % of control where 0% means no effect
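Tsg101 binding domain (10 uM final) was mixed with compound and a FITC-labeled PTAP peptide (50 nM final) in HEPES pH 7.5 buffer with NaCl, Tween 20, EDTA and TCEP; fluorescence polarization was read after 20 min at r.t.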
Tb PFK inh = qHTS Assay to Find Inhibitors of T. brucei phosphofructokinase | T. brucei PFK, ADP-Glo luminescence | Potency, µM (top dose mostly 57.5 µM), for the others: at the top dose activity, negative = inhibition, actives largely listed as inhibitors | 330,000 tested, 0.17% active;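 note: potency is the fitted concentration of half-maximal effect; 0% = uninhibited 1x PFK enzyme wells and -100% = no-enzyme wells; nearly all actives have a fitted effect of over 60% in size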
Target sequence (O15648 whole entry, looked up): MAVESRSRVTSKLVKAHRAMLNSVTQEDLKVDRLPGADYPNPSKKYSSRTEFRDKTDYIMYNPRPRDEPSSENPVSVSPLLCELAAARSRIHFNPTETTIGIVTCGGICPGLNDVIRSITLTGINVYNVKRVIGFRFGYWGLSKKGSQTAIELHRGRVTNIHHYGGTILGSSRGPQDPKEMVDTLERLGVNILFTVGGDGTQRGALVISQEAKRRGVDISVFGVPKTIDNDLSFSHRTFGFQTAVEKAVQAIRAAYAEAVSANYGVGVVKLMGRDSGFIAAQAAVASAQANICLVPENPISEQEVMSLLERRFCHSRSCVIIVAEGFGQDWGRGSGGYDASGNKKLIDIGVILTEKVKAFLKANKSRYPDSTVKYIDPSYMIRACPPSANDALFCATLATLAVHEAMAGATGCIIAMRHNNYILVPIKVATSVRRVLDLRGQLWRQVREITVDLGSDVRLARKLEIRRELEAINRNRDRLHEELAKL
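Luminescent ADP detection (ADP-Glo, two-step: ATP depletion then ADP-to-ATP conversion for luciferase) reported PFK activity after 45 min room-temperature reaction of 1.25 nM enzyme with 0.5 mM F6P and 0.1 mM ATP at pH 8.0.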
Eya2 phos inh = qHTS Assay for Inhibitors of the Phosphatase Activity of Eya2 | 330,000 tested, 0.006% active | Protein phosphatase EYA2 (Homo sapiens), O00167 | recombinant Eya2, OMFP fluorescence dephosphorylation (OMFP is methylfluorescein phosphate) | Potency, µM (highest dose often 76.9 µM), inactives show at the top dose activity, negative = inhibition, usual class: inhibitors; note: potency is the fitted concentration of half-maximal effect; % is set by controls: 0 for no effect and ±100 for the full control effect
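Eya2 protein (added as 0.2 uM solution) was preincubated with compound for 10 min at ambient temperature in 50 mM HEPES pH 7.5, 50 mM NaCl, 5 uM MgCl2, 0.05% BSA, 1 mM DTT. OMFP (added at 50 uM) then reacted 10 min; fluorescence read at 485/525 nm.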
ASM inhibitor = Inhibitors of Secretory Acid Sphingomyelinase (S-ASM): qHTS; placental ASM, HMU-PC fluorogenic substrate, 60 min; 340,000 tested, 0.006% active; Sphingomyelin phosphodiesterase (Homo sapiens), P17405; AID 504937, 2011; Potency, µM (doses to about 57.5 µM), without a hit: at the top dose activity change, negative = inhibition, hits mostly inhibitors; note: potency is the fitted concentration of half-maximal effect
Target sequence (P17405 47-631 limits assumed): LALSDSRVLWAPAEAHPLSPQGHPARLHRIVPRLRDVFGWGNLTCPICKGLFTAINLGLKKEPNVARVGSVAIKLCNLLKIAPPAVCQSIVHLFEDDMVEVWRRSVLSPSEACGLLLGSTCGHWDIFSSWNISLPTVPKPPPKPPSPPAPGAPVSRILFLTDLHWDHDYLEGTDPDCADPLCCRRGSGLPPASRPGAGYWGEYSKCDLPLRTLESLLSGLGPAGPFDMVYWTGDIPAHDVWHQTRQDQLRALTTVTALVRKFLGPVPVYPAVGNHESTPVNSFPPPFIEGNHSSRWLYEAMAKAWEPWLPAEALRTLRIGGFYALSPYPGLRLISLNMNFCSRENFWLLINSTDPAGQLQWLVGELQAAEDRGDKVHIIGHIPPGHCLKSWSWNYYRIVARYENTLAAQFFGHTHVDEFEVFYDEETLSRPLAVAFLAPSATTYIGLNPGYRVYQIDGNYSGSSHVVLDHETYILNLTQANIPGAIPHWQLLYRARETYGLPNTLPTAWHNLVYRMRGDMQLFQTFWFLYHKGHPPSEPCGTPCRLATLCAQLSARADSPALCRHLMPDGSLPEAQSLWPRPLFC
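Fluorogenic HMU-PC substrate (9 uM final) is turned over by placental ASM in 60 min at 37 C after a 10 min compound preincubation. Reaction ended by alkaline stop (pH 10), with fluorescence read at 386/447 nm.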
ELG1 repair inh = qHTS screen for small molecules that inhibit ELG1-dependent DNA repair in human embryonic kidney (HEK293T) cells expressing luciferase-tagged ELG1; 330,000 tested, 2.3% active; Potency, µM (titrated, usually from 46.1 µM), for inactives: at the highest dose activity change, negative = inhibition, most hits filed as inhibitors; AID 504467, 2011; HEK293T ELG1-luciferase reporter, luminescence, 16 h; DNA damage induced by 5-fluorouridine; note: potency is the fitted concentration of half-maximal effect; % is set by controls: 0 for no effect and ±100 for the full control effect; nearly all actives have a fitted effect of over 55% in size
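Reporter activity after DNA damage by 5-fluorouridine is monitored. Compound-treated cells incubate 16 hr at 37 °C, then ONE-Glo is added for 30 min before luminescence reading.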
Chronic BCR inh = qHTS Assay to Find Inhibitors of Chronic Active B-Cell Receptor Signaling | ABC-DLBCL IkBa-CBG/CBR reporter, luminescence ratio, 4 h | Potency, µM (highest dose often 46.1 µM), for inactives: at the highest dose ratio change, negative = lower green/red ratio, most hits filed as inhibitors | 340,000 tested, 0.05% active; active = well fitted inhibition curve with a large enough effect in the signal ratio, with a control signal flat, not every such curve was filed as active; inconclusive = small, poorly fitted or top-dose-only effect, or effect the other way, or a change in a side signal; the % refers to the signal ratio;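 note: potency is the fitted concentration of half-maximal effect; plate controls were basal doxycycline-induced cells for no effect and cells given 10 µM MG132 for full effect; MG132 reads +100%, hits lower the ratio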
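Cell line TMD8 (human ABC DLBCL), stably expressing tet-inducible CBG68-IkBa fusion and CBR; IMDM/0.5% FBS; cpd up to 46 uM; dox induction, 4 h, 37C/5% CO2; dual luminescence; green/red ratio; MG132 control.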
AT treatment = qHTS Assay for Identifying a Potential Treatment of Ataxia-Telangiectasia. […] A-T fibroblasts, KAP-1 phosphorylation AlphaLISA; neocarzinostatin DNA damage 30 min before lysis. Potency, µM (doses to about 57.5 µM), for the others: at the highest dose activation, actives largely listed as activators. 320,000 tested, 0.19% active. AID 485349, 2010; note: potency is the fitted concentration of half-maximal effect; % of control where 0% means no effect; nearly all actives have a fitted effect of over 45% in size
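ATM-like activity read as KAP-1 phosphorylation via AlphaLISA donor/acceptor antibody pairs after lysis and 6 hr at 25C. Cells were ATM-null patient fibroblasts ([…], hTERT), dosed 60 min, then exposed to the DSB inducer NCS for 30 min.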
TSHR antagonist = Antagonists of the Thyroid Stimulating Hormone Receptor: HTS campaign. TSHR-expressing cells, TSH-stimulated cAMP HTRF, 2 h; active compounds read low. 330,000 tested, 0.2% active. activity change, negative = inhibition, % at 11.5 µM. AID 504810, 2011. Thyrotropin receptor (Homo sapiens), P16473;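 active = activity change below a set negative limit, meaning inhibition stronger than a set level, cut at about -70% in these data; inconclusive = activity change between two set negative limits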; note: % is set by controls: 0 for no effect and ±100 for the full control effect
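TSHR-expressing cells were treated with compounds, then stimulated with TSH at EC80 (4nM final) for 2 hours at 37 deg C. Cellular cAMP was measured by HTRF competition between lysate cAMP and cAMP-d2 for a cryptate-labelled anti-cAMP antibody.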
* = called active by the depositor; i = inactive; ? = inconclusive; . = no result given; & = joins results of further samples; [ ] = another dose, or the depositor's remark. Unless noted, calls come from the whole dose curve; as a rule, active = well fitted curve in the direction sought with a large enough effect; inconclusive = small, poorly fitted or top-dose-only effect, or another doubt; inactive = no such curve, though single readings can be large; an effect the other way counts as inactive or inconclusive.

SMILES | Integrin act MD | Mito fusion yeast | TCR act | TSG101-PTAP inh | Tb PFK inh | Eya2 phos inh | ASM inhibitor | ELG1 repair inh | Chronic BCR inh | AT treatment | TSHR antagonist
C=CCn1c(COc2ccc(F)cc2)nnc1SCC(=O)c1c[nH]c2c(CC)cccc12 | 17% | -1% | 1%[46.1 µM] | -12% | 5% | 0% | 7% | 4% | -5% | 4% | 9
CCOc1ccc2nc(NC(=O)c3ccc(S(=O)(=O)N4CCOCC4)cc3)sc2c1 | 10% | 1% | 0% | -4% | 1% | 10% | 46%[activator] | -28% | -4% | -7% | -5
COc1ccc(C(=O)CSc2nnc(CNC(=O)c3ccco3)n2C)cc1OC | -7% | -3% | 0% | -4% | 0% | -2% | -5% | 1% | -8% | -2% | -3
CCC(C(=O)Nc1cccc(C(=O)O)c1)c1ccccc1 (stereo not given) | 7% | 1% | -1% | -4% | 5% | -16% | 5% | 15% | -14% | -1% | 2
Nc1c(S(=O)(=O)c2cccs2)c2nc3ccccc3nc2n1Cc1ccc2c(c1)OCO2 | -12% | 4% | 2% | -5% | -2% | -27% | i | ? | ? | 1% | -11
N#C/C(=C\c1ccccc1C(F)(F)F)C(=O)Nc1ccccc1F | -15% | -2% | 2%[46.1 µM] | -3% | 0% | -2% | -5% | 17% | -4% | 1% | -4
O=C(c1ccc(F)cc1)C1CCN(Cc2ccc(F)cc2)CC1 | -23% | 2% | -6% | 1% | 0% | 11% | -1% | -14% | 2% | 0% | -4
Fc1ccccc1NC(=S)NCc1ccc(Cl)cc1 | -21% | -23% | . | 0% | -8% | 8% | 0% | 4% | 6% | 5% | 5
COC(=O)c1ccc2c(c1)C(=O)N(C1CCCCC1)C2=O | 4% | 8% | 6% | -2% | 3% | 18% | -1% | 8% | ? | 2% | 8
COCCOC(=O)N/C=C\c1nc2ccccc2c(=O)[nH]1 | 11% | 0% | 6%[46.1 µM] | -2% | 2% | 4% | 0% | 5% | 1% | 3% | 9
O=C(Nc1ccccc1)c1cc([N+](=O)[O-])ccc1Cl | . | ? | 8% | -3% | 1% | ? | 0% | 5% | ? | 27% | -9&0
O=C(C[C@H]1C[C@H](C(=O)N2CCOCC2)[C@@]2(CCC3CCCC3)c3[nH]c4ccc(Cl)cc4c3CCN2C1=O)NCCN1CCOCC1 | -11% | . | 5%[46.1 µM] | -1% | -3% | 10% | 2% | 5% | -1% | 3% | 12
CCCC(=O)c1cc(F)c(N2CCN(CCC#N)CC2)cc1C | -11% | -1% | -6% | -3% | 3% | 15%[15.4 µM] | -2% | 2% | -4% | 6% | 27
O=C(Nc1ccc2c(c1)OCO2)C1CCN(S(=O)(=O)c2cccs2)CC1 | 27% | 3% | . | -5% | 4% | 2% | 0% | 24% | 1% | -2% | -12
COc1c2ccoc2c(OC)c2oc(=O)ccc12 | 7% | -5% | -4% | 0% | 3% | 13% | 22% | 0% | -1% | 27% | 2
CCN(CC)S(=O)(=O)c1ccc2[nH]c(=O)cc(C(=O)NCC3CCCO3)c2c1 (stereo not given) | 12% | -9% | -3% | 0% | 8% | 1% | 15% | 5% | -4% | -1% | 11
Cc1ccc(-n2ncc(Cl)c2C(=O)NC2CC2)cc1 | 27% | 6% | -8% | 0% | 1% | ? | -1% | ? | -4% | -5% | -1
CC/C(=N\Nc1ccc([N+](=O)[O-])cc1[N+](=O)[O-])c1ccc(O)cc1 | -40% | -1% | -7% | -3% | 1% | -12% | -14% | ? | 0% | -4% | -1
COCC(C)n1c(SCC(=O)N2CC(=O)Nc3ccccc32)nc2ccccc2c1=O (stereo not given) | 1% | 2% | -1% | -3% | -7% | -8% | 1% | ? | 1% | 0% | -19
N/C(=N\OC(=O)CSc1ccccc1)c1ccccn1 | ? | 5% | -4% | -2% | -3% | 15% | -2% | ? | ? | 5% | 45
O=C(O)c1ccc(S(=O)(=O)N2CCCCCC2)cc1 | -1% | -4% | 3% | -6% | -6% | 14% | -1% | 7% | 5% | 1% | -6
COc1cc(CC(=O)N(CC(C)C)C2CCS(=O)(=O)C2)cc(OC)c1OC (stereo not given) | 0% | . | -5%[46.1 µM] | -2% | 1% | 3% | 1% | 5% | -8% | 2% | 19
O=C(NCCN1CCN(c2ccccc2)CC1)c1ccccc1F | -1% | -8% | 2% | -1% | 5% | 4% | 1% | 6% | 0% | -9% | 4
COc1ccc(CNC(=O)c2sc(=S)n(-c3ccc(OC)cc3)c2N)cc1 | 0% | 2% | 0% | -4% | -9% | 21% | ? | -13% | ? | 1% | 3
CCC(C)CCN1CCN=C1Nc1ccccc1 (stereo not given) | 9% | 4% | -1% | -7% | 0% | -15% | 3% | 0% | -3% | 7% | -5

(list continues)
SMILES | Integrin act MD | Mito fusion yeast | TCR act | TSG101-PTAP inh | Tb PFK inh | Eya2 phos inh | ASM inhibitor | ELG1 repair inh | Chronic BCR inh | AT treatment | TSHR antagonist
Cc1c(C)c2ccc(OC(C)C(=O)N3CC[C@@]4(O)CCCC[C@H]4C3)cc2oc1=O (stereo not given in full) | 21% | 1% | -10% | 2% | 2% | -8% | 21% | 24% | 0% | -12% | 8
Cc1ccccc1OCC(O)CNC1CCC(NCC(O)COc2ccccc2C)CC1 (stereo not given) | -68%[inhibitor] | -21% | 4% | -1% | 2% | -4% | 5% | ? | ? | 0% | 5
O=C1c2nc3cc(-c4ccco4)[nH]n3c(=O)c2CN1C1CCCCC1 | 6% | 2% | 0% | -7% | 0% | 2% | 223%[activator] | ? | -24% | -1% | -8
O=C(O)CCc1nn2c3ccccc3n(CCO)c2nc1=O | 22% | 7% | -7% | 0% | 0% | 2% | 3% | 4% | -1% | 2% | 7
Cc1ccc(C(=O)N/N=C\c2ccc([N+](=O)[O-])s2)cn1 | -41%[inhibitor] | 20% | 0%[46.1 µM] | 0% | -1% | 1% | 3% | ? | -1% | -1% | -13
COc1ccc2[nH]c(C(=O)O)c(CCN3C(=O)c4ccc(C(=O)O)cc4C3=O)c2c1 | -14% | -6% | 0% | 0% | 0% | 6% | -3% | ? | 4% | -3% | -2
COc1cccc(C2C(C(=O)c3ccco3)=C(O)C(=O)N2CCN(C)C)c1OC (stereo not given) | -2% | -5% | -10%[46.1 µM] | -1% | -2% | -4% | 1% | 0% | 3% | 1% | 7
O=C1CCC(/C=C/c2ccccc2)=NN1Cc1ccc(Cl)c(Cl)c1 | -20% | 10% | 6% | 1% | 3% | -5% | -16% | -2% | -4% | 7% | -6
CCN(CCN1CCCC1)C(=O)c1cc(COc2ccccc2SC)on1 | ? | -3% | 4% | -1% | 0% | -2% | 3% | 16% | 13% | 7% | -2
CCOC(=O)/C=C1\CN(CCC(C)C)S(=O)(=O)c2ccccc21 | 16% | -4% | -2% | 0% | -2% | -2% | 1% | 1% | -2% | 6% | 3
Cc1cccc2cc(CN(CC3CCCO3)S(=O)(=O)c3ccccc3)c(=O)[nH]c12 (stereo not given) | -9% | 3% | 2% | -5% | 1% | -3% | -1% | -22% | ? | 0% | 0
